From PubChem
GRP78 ERSR act: ER stress response induction in glioma | U87-MG GRP78 promoter luciferase reporter, 16 h | Potency, µM, without a hit: at the highest dose activation, most hits filed as activators | hit rate 0.02% among 420,000 | AID 602332; also: potency is read from the fitted curve at half-maximal effect; series mostly up to about 76 µM; % of control where 0% means no effect; nearly all actives have a fitted effect of over 35% in size
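Stably transfected U87-MG human glioma cells carrying a GRP78-based luminescent sensor were seeded at 1000 cells/well, pin-dosed with compounds and incubated 16 h. Luciferase reagent was then added, and end-point luminescence was read after 10 min at room temperature.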
D1 antag: blocks dopamine activation of the human D1 receptor | P21728 | HEK293 TREx D1 cells, calcium flux, dopamine EC80; active compounds read low | activity change, negative = inhibition, % at 10 µM | hit rate 3.2% among 360,000 | AID 504652; in the data active = activity change below about -30%; also: % is scaled to controls: 0 for no effect and ±100 for the full control effect
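Allosteric or orthosteric antagonism assessed as attenuation of the calcium response to EC80 dopamine, added 180 s after compound, in induced HEK293 Trex D1 cells loaded with no-wash calcium dye.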
RXFP1 agonist: agonists of human relaxin receptor RXFP1. Q9HBX9. HEK293T-RXFP1 cAMP TR-FRET, 30 min; response scale: percent of porcine relaxin response, buffer zero. Potency, µM (highest dose often 57.5 µM), without a hit: at the top dose activation, hits mostly activators. hit rate 0.3% among 370,000. AID 2676; also: potency is read from the fitted curve at half-maximal effect; % is scaled to controls: 0 for no effect and ±100 for the full control effect; nearly all actives have a fitted effect of over 60% in size; many of its hits are not listed in these tables
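HEK293 cells stably expressing RXFP1, treated 30 min at 37C with compounds plus PDE4 inhibitor Ro 20174; cAMP measured by HTRF TR-FRET. Normalized to buffer and 29 nM porcine relaxin; EC50 by Hill fit.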
Vif-A3F inh: inhibitors of Vif-A3F interaction; Potency, µM (highest dose often 46.1 µM), for inactives: at the highest dose activity, negative = active; HeLa A3F-eYFP + Vif (tagged APOBEC3F with the HIV-1 protein that degrades it), YFP fluorescence increase; hit rate 0.2% among 390,000; AID 602313; also: potency is read from the fitted curve at half-maximal effect; % of control where 0% means no effect; nearly all actives have a fitted effect of over 65% in size
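HeLa cells stably expressing A3F-eYFP plus Vif, plated and incubated overnight at 37 deg C, then exposed to compounds overnight at 37 deg C. Blocked degradation read as raised yellow fluorescence (Ex 488/Em 500-530).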
Vif-APOBEC3G blk: blocks the Vif interaction with human APOBEC3G. Q9HC16. HeLa A3G-eYFP + Vif (tagged APOBEC3G with the HIV-1 protein that degrades it), YFP fluorescence, overnight. Potency, µM (doses to about 46.1 µM), inactives show top-dose activity, negative = active, usual class: inhibitors. hit rate 0.076% among 410,000;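 also: potency is read from the fitted curve at half-maximal effect; % is scaled to controls: 0 for no effect and ±100 for the full control effect; nearly all actives have a fitted effect of over 60% in size; hits raise eYFP signal because A3G escapes Vif-driven loss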
Target sequence (Q9HC16 whole entry, looked up): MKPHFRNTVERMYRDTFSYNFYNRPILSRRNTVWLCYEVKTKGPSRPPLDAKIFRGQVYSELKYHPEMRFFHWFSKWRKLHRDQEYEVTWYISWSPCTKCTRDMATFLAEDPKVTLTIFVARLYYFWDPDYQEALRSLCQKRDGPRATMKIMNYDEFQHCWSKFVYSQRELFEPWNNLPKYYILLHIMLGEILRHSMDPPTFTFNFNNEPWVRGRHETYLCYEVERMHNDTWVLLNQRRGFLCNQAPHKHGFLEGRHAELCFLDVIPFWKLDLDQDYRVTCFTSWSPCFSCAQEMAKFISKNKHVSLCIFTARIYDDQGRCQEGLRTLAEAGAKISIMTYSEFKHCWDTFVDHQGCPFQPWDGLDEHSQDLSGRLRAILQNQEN
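Read-out is eYFP fluorescence (Ex 488/Em 500-530) from Vif-expressing HeLa A3G-eYFP cells; more signal means A3G escaped Vif-mediated degradation. Cells plated overnight, compound pinned in, incubated overnight at 37 deg C.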
D1 agonist: human D1 receptor agonism; P21728; HEK293 T-REx D1 cells, calcium flux, agonist mode; activation, % at 2 µM; hit rate 1% among 360,000; AID 504660; in the data active = activation above about 30%; also: 0% is about no effect
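Tetracycline-induced HEK293 TREx D1 cells, force-coupled to calcium signalling, were dye-loaded with a no-wash calcium kit. Compound was pin-added after a 10 s baseline. Fluorescence was read kinetically at 1 cycle/s for 180 s, with calcium rises flagged as agonism.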
RXFP1 antag: blocks the human relaxin receptor RXFP1. HEK293-RXFP1, relaxin-stimulated cAMP HTRF, 30 min; active compounds read low. hit rate 0.59% among 350,000. activity change, negative = inhibition, % at 57.5 µM;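 active = activity change of -60% or lower, but not beyond a set lower limit; inconclusive = change between -60% and -40%, or beyond the set limit; inactive = change above -40%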; also: % is scaled to controls: 0 for no effect and ±100 for the full control effect
D1 potentiator: human D1 dopamine receptor positive modulation; P21728; HEK293 TREx D1 cells, calcium flux, dopamine EC20 potentiation; potentiation, % at 10 µM; hit rate 0.036% among 360,000; AID 504651; in the data active = potentiation above about 30%; also: 0% is about no effect
D2 PAM: D2 dopamine receptor (human) potentiation; P14416; hit rate 0.34% among 340,000; potentiation, % at 10 µM; HEK293 T-REx D2, calcium flux, EC20 dopamine potentiation;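 active = potentiation over 3 SD above the plate norm, cut at about 30% in these data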; also: 0% is about no effect
Target sequence (P14416 whole entry, looked up): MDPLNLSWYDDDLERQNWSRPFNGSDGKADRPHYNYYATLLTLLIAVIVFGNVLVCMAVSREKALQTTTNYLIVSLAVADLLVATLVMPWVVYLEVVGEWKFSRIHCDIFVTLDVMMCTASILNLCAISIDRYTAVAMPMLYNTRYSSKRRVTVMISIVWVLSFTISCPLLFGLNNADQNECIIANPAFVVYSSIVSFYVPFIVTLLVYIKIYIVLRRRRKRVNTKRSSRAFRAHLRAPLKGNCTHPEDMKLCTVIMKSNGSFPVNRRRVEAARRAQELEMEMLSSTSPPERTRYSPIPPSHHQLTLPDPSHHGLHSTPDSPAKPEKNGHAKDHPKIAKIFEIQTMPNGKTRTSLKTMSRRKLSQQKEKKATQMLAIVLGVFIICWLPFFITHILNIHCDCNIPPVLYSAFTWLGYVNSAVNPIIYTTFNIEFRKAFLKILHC
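Cells plated with tetracycline inducer and held overnight at 30 C; calcium dye loaded 30–90 min at room temperature; baseline taken, compound added and read 180 s; EC20 dopamine then added and read 180 s.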
Numbers without * were called inactive; ? = inconclusive; / = no result given. Unless noted, calls follow the shape of the dose curve; as a rule, active = well fitted curve in the direction sought with a large enough effect; inconclusive = small, poorly fitted or top-dose-only effect, or another doubt; inactive = no such curve, though single readings can be large; an effect the other way counts as inactive or inconclusive. This is a subset; rates above refer to the full screens.

canonical_smiles,GRP78 ERSR act,D1 antag,RXFP1 agonist,Vif-A3F inh,Vif-APOBEC3G blk,D1 agonist,RXFP1 antag,D1 potentiator,D2 PAM
O=C(N/N=C/c1sc(N2CCOCC2)nc1-c1ccccc1)c1cccc(S(=O)(=O)N2CCOCC2)c1,-7%,1,2.7%,-11%,-10%,19,-2,5,-5
Cc1c(N(C)S(=O)(=O)c2ccc(Cl)c(C(=O)N3CCC(C(N)=O)CC3)c2)c(=O)n(-c2ccccc2)n1C,-1%,4,0.0%,?,-4%,1,9,0,23
CC(=O)c1cccc(NC(=O)Cn2cc(C(=O)c3cccc(Cl)c3)c(=O)c3ccc(C)nc32)c1,1%,1,5.4%,-1%,-5%,5,/,2,-12
O=C(/C=C/c1cn(CC(O)CN2CCCCCC2)c2ccccc12)c1cccs1 (configuration not stated),-1%,-21,4.3%,?,-12%,77*,-17,-8,-25
COc1cc([N+](=O)[O-])ccc1NC(=O)COC(=O)CCS(=O)(=O)c1ccc(C)cc1,-3%,-26,3.6%,3%,0%,0,-4,-6,9
Cc1ccc(N(C)S(=O)(=O)c2cccc(C(=O)Nc3nnc(C4CC4)s3)c2)cc1,-3%,5,-1.6%,18%,1%,5,-9,0,-3
Cc1cc(C)c(NS(=O)(=O)c2cccc3cccnc23)c(C)c1,-4%,3,2.6%,8%,-1%,0,-16,-2,5
CN(CCC1CCCCO1)C(=O)CCc1nnc(CCc2ccccc2)o1 (configuration not stated),3%,1,-0.2%,1%,-1%,2,10,-9,-1
CC(=O)Oc1ccccc1-c1nc(C)nc(N(C)C(C)=O)n1,5%,2,0.9%,3%,-7%,1,-15,13,0
COc1ccc(Nc2nc(C)cc(C)c2C#N)c(OC)c1,-2%,-18,1.2%,2%,-8%,1,-6,2,1
CC(c1ccon1)N(C)Cc1cn[nH]c1-c1ccc(-c2ccccc2)cc1 (configuration not stated),3%,5,0.1%,2%,-1%,2,-13,2,9
CC(C)(c1ccccc1)c1ccc(OCCCNCCO)cc1,-6%,5,0.5%,-2%,6%,21,-10,3,-9
Cc1nn(Cc2ccccc2Cl)c(C)c1NC(=O)c1noc(C(C)C)c1[N+](=O)[O-],-5%,-10,2.6%,-1%,0%,1,20,-3,4
COc1ccc(-c2cc(C(=O)N/N=C/c3cc(OC)c(OC)cc3OC)c3ccccc3n2)cc1,-5%,/,/,-5%,-22%,/,20,/,/
Fc1ccc(-c2noc(C3CCN(Cc4cccnc4)CC3)n2)cc1,3%,-19,0.6%,/,-2%,7,4,-12,-9
Cc1cccc(C)c1NC(=S)NCCSc1ccc(Cl)cc1,-5%,-1,0.8%,1%,3%,8,-6,-3,10
COc1ccc(OC)c(NC(=O)CCC(=O)Oc2ccc(C)cc2)c1,0%,26,-0.4%,5%,0%,4,3,1,/
OC(CN1CCOCC1)CN(c1ccccc1)c1ccccc1 (configuration not stated),-2%,5,-0.8%,7%,2%,0,8,-1,0
O=C1/C(=C/c2ccccn2)SC(=S)N1N1CCOCC1,-3%,-3,-2.9%,-1%,0%,1,-24,-1,14
Cc1ccc2c(c1)C(c1ccccc1)N(C(=O)c1ccc(OC(C)C)cc1)CC(=O)N2 (configuration not stated),-3%,-4,-0.3%,-1%,-7%,3,-31,1,-6
Cc1ccc(S(=O)(=O)N(CC(=O)NCc2ccco2)Cc2ccc(F)cc2)cc1,0%,-12,-0.6%,-8%,0%,0,-6,-2,-6
O=C(O)c1ccc(/C=N\Nc2ccc(S(=O)(=O)N3CCOCC3)cc2[N+](=O)[O-])cc1,-3%,7,2.5%,3%,0%,2,-7,1,8
Cc1nc([N+](=O)[O-])c(C(=O)OCc2ccccc2C#N)n1C,-3%,-4,9.2%,13%,-4%,5,2,0,1
CCOc1ccc(NC(=O)Cn2sc3nc(C)cc(C)c3c2=O)cc1,-5%,-18,6.1%,-24%,-10%,2,-66*,-3,-2
CCCNC(=O)C1CCN(C(=O)N2CC(C)Oc3ccccc32)CC1 (configuration not stated),-4%,-7,4.4%,5%,5%,2,-5,2,/
CC(C)c1ccc(/C=C/C(=O)Nc2ccc(CN3CCOCC3)cc2)cc1,-18%,-1,2.3%,-11%,-4%,23,?,0,-1
COc1ccccc1N(C(C)=O)C1SC(=O)N(c2ccccc2)C1=O (configuration not stated),-3%,18,2.5%,-5%,1%,2,-7,2,-7
CCOC(=O)c1c(C)nc2c(c1-c1ccccc1)C(=O)CCC2,-1%,-2,-2.3%,-6%,0%,-1,2,-4,-4
CCOC(=O)N1CCN(C(=O)CN(Cc2ccccc2)S(=O)(=O)c2ccc(OC)c(Cl)c2)CC1,-2%,10,0.2%,2%,2%,-3,-3,0,-1
O=C1CCC(C(=O)Nc2ccccc2N2CCOCC2)=NN1,-3%,-19,-3.8%,-4%,1%,2,-16,-4,1
Cc1ccc(NC(=O)/C(=C/c2cccs2)NC(=O)c2ccco2)c(C)c1,-1%,0,-0.1%,-16%,1%,5,1,-6,4
COc1ccc(C(=O)Cn2c3ccccc3n3nc(CCC(=O)O)c(=O)nc23)cc1OC,-2%,10,0.7%,0%,-8%,1,11,15,-1
COc1ccc(C(=O)Nc2ccc(Br)cc2F)cc1S(=O)(=O)N1CCCC1,-2%,-7,-1.3%,-4%,2%,3,-10,-4,-7
Cc1c(Cl)cccc1N1C(=O)c2ccccc2C1=O,-6%,-19,0.1%,1%,-2%,1,6,-1,-4
Cc1cc2nc3n(c2cc1C)CCCN3,-2%,12,2.7%,-1%,4%,5,10,0,6
CC1=C(C(=O)OC(C)C)C(c2cn(-c3ccccc3)nc2-c2cccs2)NC(=O)N1 (configuration not stated),-4%,5,1.5%,-2%,4%,10,7,1,-3
CCn1c(COc2cccc3ccccc23)nnc1SCC(=O)OC1CCCCC1,-2%,-5,-0.4%,1%,1%,12,-1,-3,10
C[C@H](CO)N1C[C@H](C)[C@H](CN(C)C(=O)c2ccccn2)Oc2ncc(Br)cc2C1=O,-1%,/,/,-2%,0%,/,5,/,/
O=C(CCN1C(=O)/C(=C/c2ccc(F)cc2)SC1=S)NNC(=O)c1cccnc1,-3%,-10,3.0%,-7%,-4%,1,3,-7,-2
Nc1cccc2c1C(=O)N(C(=O)/C=C/c1ccc(F)cc1)C2=O,-8%,0,7.8%,?,?,3,-9,-2,7
C[C@@H]1CN([C@H](C)CO)C(=O)c2c(c3ccccc3n2C)-c2ccccc2CO[C@H]1CN(C)Cc1ccc(Oc2ccccc2)cc1,3%,/,/,-12%,-3%,/,-8,/,/
COC(=O)CCSc1cc([N+](=O)[O-])cc2c1c(C1OCCS1)nn2-c1ccccc1 (configuration not stated),10%,2,3.4%,1%,-1%,4,2,-6,/
CNC(=O)N(C1=NCC(C)S1)c1ccc(F)cc1F (configuration not stated),-1%,28,1.9%,5%,-11%,21,11,-5,12
CCCCC(=O)Nc1ccccc1C#N,-2%,-14,3.5%,5%,1%,2,-9,-9,7
CC(=NNC(=O)c1ccncc1)c1ccccc1O,1%,/,/,8%,2%,/,-9,/,/

One compound at a time, as listed above. Screens in order: GRP78 ERSR act, D1 antag, RXFP1 agonist, Vif-A3F inh, Vif-APOBEC3G blk, D1 agonist, RXFP1 antag, D1 potentiator, D2 PAM
`C[C@@H]1CN([C@H](C)CO)C(=O)c2c(c3ccccc3n2C)-c2ccccc2CO[C@H]1CN(C)Cc1ccc(Oc2ccccc2)cc1` as listed: 3%, /, /, -12%, -3%, /, -8, /, /
`COc1ccc(-c2cc(C(=O)N/N=C/c3cc(OC)c(OC)cc3OC)c3ccccc3n2)cc1` as listed: -5%, /, /, -5%, -22%, /, 20, /, /
`Cc1ccc(N(C)S(=O)(=O)c2cccc(C(=O)Nc3nnc(C4CC4)s3)c2)cc1` as listed: -3%, 5, -1.6%, 18%, 1%, 5, -9, 0, -3

(further entries)
canonical_smiles,GRP78 ERSR act,D1 antag,RXFP1 agonist,Vif-A3F inh,Vif-APOBEC3G blk,D1 agonist,RXFP1 antag,D1 potentiator,D2 PAM
O=C(Cc1ccc(F)cc1)Nc1nnc(-c2ccc(F)cc2)o1,0%,-5,0.8%,-6%,-1%,1,-6,1,15
COc1ccc(N(C(=O)CCl)C(C(=O)NC2CCCCC2)c2cccnc2)cc1 (configuration not stated),-12%,4,6.2%,3%,?,1,/,-4,1
NC(=O)COC(=O)c1cccnc1Nc1ccccc1F,0%,-9,-0.2%,3%,-3%,5,-20,-1,3
CC(=O)c1cccc(NC(=O)C(C)OC(=O)CCc2nc3ccccc3c(=O)[nH]2)c1 (configuration not stated),-3%,/,/,0%,1%,/,-29,/,/
C=CCn1c(C)cc(C2=NNC(=Nc3ccc(C)cc3)SC2)c1C,1%,1,0.1%,7%,-3%,1,1,1,0
O=C(CN1CCN(c2ccccn2)CC1)Nc1ccc2ccccc2c1,0%,-17,0.3%,-7%,-6%,2,-15,4,-15
CC(C)[C@H](NC(=O)N1CC(=O)Nc2ccccc21)C(=O)N1CCC[C@H]1C(=O)O,-3%,-9,0.2%,-2%,2%,2,/,-1,3
CCc1nnc(NC(=O)C2(C)COC(c3ccccc3)OC2)s1 (configuration not stated),-2%,18,-1.2%,4%,0%,0,9,8,-5
CCC(CC)NC(=O)Cc1ccc(F)cc1,-5%,12,0.2%,-42%,-11%,1,6,2,6
C/C(=N\NC(=O)c1c(Cl)c(C)nn1C)c1ccc(NC(=O)C2CCC2)cc1,-3%,-5,-1.0%,-13%,?,1,4,12,3
O=C(c1cccs1)N1CCN(c2ccccc2)CC1,0%,0,0.7%,0%,-1%,-2,2,-4,-2
O=C(NC12CC3CC(CC(C3)C1)C2)c1cccnc1Cl,4%,11,1.8%,-4%,2%,4,-5,-3,/
CC1CCN(S(=O)(=O)c2ccc(NC(=O)CN3C(=O)NC(C)(c4ccccc4)C3=O)cc2)CC1 (configuration not stated),-4%,-27,-0.2%,3%,-1%,6,7,23,/
CN(C)c1ccc(N/C(=N\S(=O)(=O)c2cccs2)c2ccccc2)cc1,-1%,11,-2.8%,0%,0%,2,17,-5,3
O=C1NCCN1C(=O)c1cccc(Cl)c1,-3%,2,0.3%,1%,1%,1,3,-1,-5
